# ABCB1 inh = human ABCB1 inhibition, ABCG2 as counter-screen | actives 0.067% (n = 190,000) | CCRF-Adr cells, JC-1 efflux, flow cytometry | inhibition, % at 6.6 µM; in the data active = inhibition above about 40%;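 note: 0% = vehicle and 100% = reference inhibitor; higher value means more JC-1 retained so stronger ABCB1 efflux block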
# Mcl1 Noxa PPI = Mcl-1/Noxa interaction inhibition. TR-FRET Mcl-1/Noxa peptide binding, 2 h. Q07820. inhibition, % at 21.7 µM. actives 1.5% (n = 220,000);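 active = compounds that cut the protein-peptide binding signal by more than 50% relative to plate controls in a single-dose test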;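 note: His-tagged Mcl-1 with rhodamine Noxa BH3 peptide and terbium anti-His antibody; 0% = Mcl-1 plus Noxa peptide wells and 100% = peptide-only wells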
# Rab7 wt GTP bind = alters GTP binding to wildtype dog Rab7; GTP binding activity (percent of control), % at 10 µM; actives 0.055% (n = 190,000); GST-Rab7 beads, fluorescent GTP binding, flow cytometry; actives lie on both sides; untreated = 100%, excess cold GTP = 0%;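 active = fluorescent GTP binding to Rab7 beads changed by at least 20 points from the 100% baseline, either direction, mostly lower; inconclusive = compound itself probably fluorescent, or too few beads counted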;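 note: median green fluorescence of bound Bodipy-FL-GTP per Rab7 bead population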
# ABCG2 inh = human ABCG2 inhibition, ABCB1 as counter-screen | inhibition, % at 6.6 µM | Q9UNQ0 | actives 0.1% (n = 190,000) | IgMXP3 cells, JC-1 efflux, flow cytometry;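 active = inhibition above 80%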;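 note: 0% = DMSO and 100% = nicardipine control wells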
# Target sequence (Q9UNQ0 whole entry, looked up): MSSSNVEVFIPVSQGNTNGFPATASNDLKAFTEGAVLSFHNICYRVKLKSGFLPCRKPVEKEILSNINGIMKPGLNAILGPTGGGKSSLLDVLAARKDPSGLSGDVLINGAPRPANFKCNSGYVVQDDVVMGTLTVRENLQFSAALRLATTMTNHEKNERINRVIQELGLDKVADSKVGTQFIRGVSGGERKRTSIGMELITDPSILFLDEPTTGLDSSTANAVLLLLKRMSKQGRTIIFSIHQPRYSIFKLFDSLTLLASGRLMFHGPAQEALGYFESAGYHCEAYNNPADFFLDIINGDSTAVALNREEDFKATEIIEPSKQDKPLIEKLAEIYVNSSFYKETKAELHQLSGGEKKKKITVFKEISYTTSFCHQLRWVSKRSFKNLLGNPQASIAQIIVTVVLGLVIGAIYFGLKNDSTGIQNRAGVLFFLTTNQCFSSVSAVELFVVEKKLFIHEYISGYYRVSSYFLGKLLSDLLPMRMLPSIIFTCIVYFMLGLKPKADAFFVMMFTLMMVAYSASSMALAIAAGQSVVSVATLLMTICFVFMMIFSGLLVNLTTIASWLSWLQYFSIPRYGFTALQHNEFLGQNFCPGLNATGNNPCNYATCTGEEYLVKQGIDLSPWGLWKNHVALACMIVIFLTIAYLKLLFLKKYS
#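 Test system: IgMXP3 cells (ABCG2) mixed with DDAO far-red-labelled CCRF-Adr cells (ABCB1). Reagent: JC-1 transporter substrate. Compound dosing: single test compound dose, 6.6 µM final. Times: 10 min compound exposure, 25 °C. Detection: flow cytometry of retained JC-1 fluorescence. Read-out basis: efflux inhibition in percent versus controls. Controls: nicardipine and DMSO wells.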
# Rac1 wt modul = alters GTP binding to wildtype human Rac1 | P63000 | GTP binding activity (% of control), % at 10 µM | AID 757 | actives 0.27% (n = 190,000) | GST-Rac1 beads, fluorescent GTP binding, flow cytometry; actives lie on both sides; 0 = cold GTP competed, 100 = untreated;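 active = GTP binding activity at least 20 points away from the 100% control level, either lower or higher; inconclusive = compound flagged as likely green fluorescent, judged across all proteins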
# Cdc42 wt = changes GTP binding to wildtype human Cdc42; GST-Cdc42 beads, Bodipy-GTP binding, flow cytometry; actives lie on both sides; P60953; actives 0.2% (n = 190,000); percent activity (GTP binding), % at 10 µM;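 active = percent activity GTP binding at least 20 points away from the 100% baseline, either down as inhibitor or up as activator; inconclusive = compound flagged as likely green fluorescent from well-wide comparison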;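 note: median bead fluorescence of bound Bodipy-FL-GTP at 100 nM; 0% = excess unlabeled GTP control and 100% = no compound control; below 100% means less GTP binding so inhibitor and above means activator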
# Target sequence (P60953 whole entry, looked up): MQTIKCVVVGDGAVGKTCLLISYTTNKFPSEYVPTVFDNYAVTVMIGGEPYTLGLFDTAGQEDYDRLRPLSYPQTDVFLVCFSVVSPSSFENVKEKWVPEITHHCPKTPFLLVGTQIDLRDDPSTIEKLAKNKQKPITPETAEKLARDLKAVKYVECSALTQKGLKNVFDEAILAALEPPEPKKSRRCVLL
# Pf gamet viab = P. falciparum stage V gametocyte viability inhibition; actives 0.065% (n = 150,000); inhibition, % at 10.9 µM; P. falciparum stage V gametocytes, ATP luminescence, 24 h; AID 743093;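 active = inhibition above the mean plus 3 SD of compounds within the control limits, set per campaign, cut at about 38% in these data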;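 note: 0% = DMSO wells and 100% = medium only without gametocytes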
# Rab2 wt GTP = changes GTP binding to wildtype dog Rab2A, up or down. GST-Rab2 wt beads, Bodipy-GTP binding, flow cytometry. GTP binding activity, % at 10 µM. actives 0.19% (n = 190,000);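 active = GTP binding activity at least 20 points away from 100%, either lowered or raised; inconclusive = signal likely due to the compound's own green fluorescence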;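 note: 0% = beads with excess unlabeled GTP and 100% = no-compound control corrected for plate trend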
# Rac1 mut GTP = modulators of GTP binding to human Rac1 activated mutant | P63000 | GST-Rac1 activated beads, fluorescent GTP binding, flow cytometry; actives lie on both sides; 100% means binding = to untreated wells | percent activity (GTP binding), % at 10 µM | actives 0.11% (n = 190,000);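 active = GTP binding at least 20 percentage points away from the 100% baseline, in either direction, so actives lie on both sides; inconclusive = Compound likely fluorescent itself, or too few beads counted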
# Avidin fluor = avidin bead compound fluorescence profile; Avidin beads, compound fluorescence 488/530 nm, flow cytometry; stronger effect = higher value; actives 0.38% (n = 220,000); fluorescence (KMESF) at 10 µM; in the data active = fluorescence above about 47; note: inactives centre near 10
# HRas wt GTP bind = changes GTP binding to wildtype human HRas; GST-Ras wt beads, Bodipy-FL-GTP binding, flow cytometry; actives lie on both sides; GTP binding activity, % at 10 µM; actives 0.14% (n = 190,000); AID 759;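 active = GTP binding activity at least 20% away from the 100% baseline, either lowered as inhibitor or raised as activator; inconclusive = flagged as likely green fluorescent, judged across all proteins in the well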;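 note: 0% = unlabeled GTP competition control and 100% = no-compound control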
# Target sequence (P01112 whole entry, looked up): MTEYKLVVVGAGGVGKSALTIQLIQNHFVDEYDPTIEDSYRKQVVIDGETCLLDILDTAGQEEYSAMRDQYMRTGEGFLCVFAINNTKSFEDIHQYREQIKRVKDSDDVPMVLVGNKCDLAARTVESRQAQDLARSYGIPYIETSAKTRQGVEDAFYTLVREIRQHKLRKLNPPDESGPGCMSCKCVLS
# An asterisk follows results filed as active; ? = inconclusive; . = not tested or not shown.
SMILES,ABCB1 inh,Mcl1 Noxa PPI,Rab7 wt GTP bind,ABCG2 inh,Rac1 wt modul,Cdc42 wt,Pf gamet viab,Rab2 wt GTP,Rac1 mut GTP,Avidin fluor,HRas wt GTP bind
CCc1ccc(C(=O)OCC(=O)NCC(F)(F)F)cc1,1.0,-4,98,10,98,99,18,95,96,10,98
O=C(CSc1nc2ccccc2c(=O)n1NC(=O)Cc1ccccc1)NCc1ccco1,0.8,8,95,3,100,100,-21,100,100,12,99
COc1ccc(C2NC(=S)NC(O)(C(F)(F)F)C2C(=O)c2cccs2)cc1 (stereo not given),0.0,2,105,1,103,99,-27,99,101,4,100
Cc1ccccc1N(CC(=O)NC(C)(C)C)C(=O)CS(=O)CC(=O)Nc1ccc2c(c1)OCO2 (stereo not given),-0.1,15,102,1,98,93,-28,97,93,9,97
CC(C)NC(=S)N1CCN(S(=O)(=O)c2cccc(C(F)(F)F)c2)CC1,-0.1,-2,96,-8,107,104,-22,100,100,9,100
COC(=O)c1cc2occc2n1Cc1cccc(C)c1,-0.6,34,93,8,100,92,13,92,94,9,94
C=CCn1c(SCC(=O)c2c(N)n(C)c(=O)n(C)c2=O)nc2sc(C)c(C)c2c1=O,1.5,-18,101,2,103,101,14,103,100,11,102
CN(c1ccccc1C(=O)Nc1cccnc1)S(C)(=O)=O,-0.1,-1,104,-1,108,103,14,101,100,9,103
O=C(CCCc1ccccc1)NCc1ccc(F)cc1,0.5,21,98,1,105,103,11,95,98,13,98
Cn1c(=O)n(C)c2cc(/C=N/NC(N)=S)ccc21,0.5,31,92,4,98,98,.,93,95,9,94
COc1ccc(-c2cc(C(=O)O)sc2C)cc1,0.1,25,106,4,103,99,15,101,95,7,101
Cc1cc(Nc2cccc(F)c2)n2nc(C)nc2n1,0.2,2,104,3,104,100,.,101,99,28,100
Cc1cc2nnc(SCC(=O)NCC3CCCO3)n2c2ccccc12 (stereo not given),0.0,12,100,3,95,95,23,96,93,11,95
CCOC(=O)N1CCN(c2cc(=O)n(-c3cccc(Br)c3)c(=O)[nH]2)CC1,-0.1,1,104,-1,115,108,.,104,103,6,105
Cc1ccc(-c2cc(-c3ccc4c(c3)OCO4)c(C#N)c(N)n2)o1,-0.1,59*,99,0,98,93,.,96,95,22,96

# Copied from the results shown (3 entries):
SMILES,ABCB1 inh,Mcl1 Noxa PPI,Rab7 wt GTP bind,ABCG2 inh,Rac1 wt modul,Cdc42 wt,Pf gamet viab,Rab2 wt GTP,Rac1 mut GTP,Avidin fluor,HRas wt GTP bind
CCc1ccc(C(=O)OCC(=O)NCC(F)(F)F)cc1,1.0,-4,98,10,98,99,18,95,96,10,98
O=C(CSc1nc2ccccc2c(=O)n1NC(=O)Cc1ccccc1)NCc1ccco1,0.8,8,95,3,100,100,-21,100,100,12,99
COc1ccc(C2NC(=S)NC(O)(C(F)(F)F)C2C(=O)c2cccs2)cc1 (stereo not given),0.0,2,105,1,103,99,-27,99,101,4,100

# (listing goes on)
SMILES,ABCB1 inh,Mcl1 Noxa PPI,Rab7 wt GTP bind,ABCG2 inh,Rac1 wt modul,Cdc42 wt,Pf gamet viab,Rab2 wt GTP,Rac1 mut GTP,Avidin fluor,HRas wt GTP bind
Cn1c(SCC(=O)NCc2ccc3c(c2)OCO3)nnc1C1COc2ccccc2O1 (stereo not given),1.3,-2,94,3,97,99,.,98,95,6,98
O=C(Nc1cccc(NC(=O)c2ccc(-c3cccc(Br)c3)o2)c1)c1ccco1,1.7,19,99,-6,99,95,.,97,97,12,99
CCOCCc1nnc(NC(=O)c2cccc(F)c2)s1,0.3,5,?,2,?,?,-51,?,?,10,?
Cc1ccc(S(=O)(=O)Nc2ccc(NC(=O)CN3CCCCC3)cc2)cc1,0.8,-2,100,1,104,103,.,103,101,18,101
Cc1nn(CC(=O)OCCOc2ccc(Br)cc2)c(C)c1[N+](=O)[O-],-0.4,4,92,0,96,95,-23,92,98,26,90
CC(C)NC(=O)NC(=O)COc1ncnc2sccc12,0.4,-8,102,12,107,101,5,104,99,12,102
O=C(Cc1c(F)cccc1Cl)Nc1nc2ccccc2s1,0.9,4,106,46,101,95,.,97,96,10,97
Fc1ccc2nc(N3CCCCC3)sc2c1,0.5,-9,102,1,104,102,.,103,100,6,102
COc1ccc(CNC(=O)COc2ccc(S(=O)(=O)NC(C)C)cc2)cc1,1.3,-5,99,8,102,103,.,101,99,7,102
CCCCC(=O)Nc1ccc(C(=O)NCCCn2ccnc2)cc1,-2.7,16,100,-1,102,104,.,101,99,28,104
CC1CCCN(CCCOc2ccc([N+](=O)[O-])cc2)C1 (stereo not given),1.4,41,100,5,106,100,15,98,101,12,100
COC(=O)c1cc(C)sc1NC(=O)c1cccnc1,-0.2,14,100,12,108,105,.,102,102,.,103
CCCCn1c(-c2cc(Cl)ccc2OC)n[nH]c1=S,-0.5,13,102,4,105,101,1,96,96,7,102
CC1Cc2ccccc2N1C(=O)CSc1nnc(-c2ccc(S(=O)(=O)N3CCOCC3)cc2)n1C (stereo not given),0.3,-2,99,5,102,102,3,101,100,13,104
Cc1cc(C(F)F)n2nc(C(=O)Nc3sc4c(c3C#N)CCC4)nc2n1,-4.3,33,98,-16,100,98,8,98,99,3,100
CC1CCCC(C)N1c1nnc(N)s1 (stereo not given),1.3,16,98,15,102,102,.,100,98,2,100
N#C/C(=C(/O)COC(=O)Cc1c[nH]c2ccccc12)c1nc2ccccc2[nH]1,-0.5,-25,101,-2,106,98,-7,99,97,13,100
CC(=O)Oc1cc2c(cc1Cl)C1(CC(c3ccccc3Cl)O2)CC(C)(C)NC(=S)N1 (stereo not given),1.0,-6,103,4,106,104,.,103,103,10,104
Cc1ccc(S(=O)(=O)NCCC(=O)Nc2nccs2)cc1,-0.5,-7,99,-2,96,94,.,97,93,12,98
O=C(NCC1CCCO1)/C(=C\c1ccco1)NC(=O)c1ccccc1 (stereo not given),0.4,5,98,1,103,106,.,106,100,17,106
CC(Sc1nc(N(C)C)nc(N2CCOCC2)n1)C(=O)Nc1ccccc1 (stereo not given),1.0,7,98,3,103,99,6,99,98,10,101
COc1cccc(OCCn2cc(C(=O)c3ccco3)c3ccccc32)c1,4.7,14,97,27,98,97,.,98,98,8,98
Cc1cc(CNC(=O)c2ccc3c(c2)OCO3)c2ccccc2n1,-0.5,14,93,5,98,94,-2,95,92,9,95
CCOC(=O)c1[nH]c(C)c(C(=O)N2CCN(c3cccc(Cl)c3)CC2)c1C,1.0,10,102,5,108,104,.,102,102,10,102
CC(C(=O)Nc1nc2ccccc2[nH]1)N1C(=O)C2CC=CCC2C1=O (stereo not given),0.4,-4,104,2,109,107,.,106,103,11,104
CCn1cc(CN2CCCC(CNS(=O)(=O)Cc3ccccc3)C2)cn1 (stereo not given),0.3,-10,92,1,98,97,22,93,94,10,92
Cc1cccc(Nc2nc(-c3ccc4c(c3)OCCO4)cs2)c1,0.0,24,99,4,100,100,.,99,99,4,100
Cc1c(Cl)c([N+](=O)[O-])nn1CCCC(=O)Nc1cc(Cl)ccc1Cl,1.0,27,101,22,104,99,15,99,99,7,101
CC[n+]1ccc(/C=C/c2ccc(N(C)C)cc2)c2ccccc21,0.3,-17,98,0,103,99,18,101,98,9,98
Cc1ccc(-c2csc3ncnc(SCC(=O)NCc4ccc5c(c4)OCO5)c23)cc1,0.7,-14,98,6,98,98,.,96,96,8,98
COC(=O)c1nc(N)sc1C,0.4,6,105,1,104,98,6,99,98,10,99
CCCCCCCC[n+]1cccc(C(=O)N(CC)CC)c1,0.4,17,97,12,103,104,.,95,98,14,98
O=C1CCCc2ccccc2N1Cc1ccc(Cl)cc1Cl,0.5,1,104,5,103,103,1,103,99,68*,105
COc1cc(NC(=S)NCCC(c2ccccc2)c2ccccc2)c(OC)cc1Cl,0.6,9,99,15,100,97,-25,95,96,13,98
O=C(O)C1CCCN(C(=O)NCc2ccccc2)C1 (stereo not given),0.6,-7,98,2,94,95,0,94,93,36,95
Cc1cc(C(=O)Nc2cccc(O)c2)c(C)o1,-0.4,17,96,4,90,92,.,95,92,24,96
COc1ccc(NC(=O)Nc2ccc(C(=O)N3CCOCC3)cc2)cc1,-0.8,1,104,1,103,98,.,99,98,10,100
COCCN(C(=S)Nc1ccc(C(C)C)cc1)C(C)c1cccs1 (stereo not given),-0.5,-14,?,0,?,?,-10,?,?,20,?
COc1ccc(C)cc1N(C(=O)CNC(=O)c1ccco1)C(C(=O)NC1CCCC1)c1cccnc1 (stereo not given),0.5,19,98,0,101,99,.,98,96,7,98
COc1cc(CNn2cnnc2)ccc1OCC(=O)NC(C)(C)C,0.5,-7,97,2,108,109,.,108,101,14,107
O=S(=O)(c1ccc(F)cc1)c1nc(-c2ccco2)oc1Nc1ccc(F)cc1,1.5,5,101,11,99,99,-13,98,98,16,99
CCOC(=O)c1ccccc1NC(=O)c1cccc(F)c1,0.8,18,99,19,98,95,-10,97,95,7,95
O=C1C2=C(CCCC2)C(=O)N1c1cccc(OCCBr)c1,0.6,14,96,16,104,101,0,99,102,6,101
Cc1ccc(C(=O)N2CCCC(CCC(=O)N3CCN(c4ccccn4)CC3)C2)s1 (stereo not given),1.0,-8,98,2,98,97,-14,98,99,11,99
CN(C)c1ccc(C(=S)N2CCN(C(=S)Nc3cccc4ccccc34)CC2)cc1,-0.3,9,97,-1,100,100,17,97,98,17,99
COc1ccc(C(=O)CNc2ccccc2C#N)cc1,-1.5,2,105,-6,98,96,-22,98,96,12,97
CN1CCCN(C(=O)CC2(CC(=O)O)CCCC2)CC1,0.6,26,94,2,91,91,.,93,92,16,91
Cc1ccc(CNC(=O)COc2ccccc2-c2ccccc2)cc1,-0.5,-1,100,1,100,100,-19,97,100,1,104
COC(=O)c1ccc(OCC2c3cc(OC)c(OC)cc3CCN2C(=O)c2ccco2)cc1 (stereo not given),11,12,102,46,103,102,.,100,98,12,102
COC(=O)C1=C(C)N(Cc2ccco2)C(=O)N[C@@H]1c1ccccc1,0.2,14,92,0,101,101,10,100,99,10,99
COc1cc(NC(=O)COc2ccccc2)c(OC)cc1NC(C)=O,1.1,11,94,12,103,97,-17,99,95,10,96
Cc1cnc(NC(=O)CCNC(=O)c2ccc([N+](=O)[O-])cc2)s1,1.6,15,97,8,98,97,4,98,99,6,98
CCn1c(SCc2nc(N)nc(N3CCCCC3)n2)nc2c1c(=O)n(C)c(=O)n2C,1.6,14,97,5,103,102,.,99,101,2,101
COc1ccc(C(CNC(=O)c2cc3ccccc3o2)N2CCCCC2)cc1 (stereo not given),1.2,12,102,1,100,99,1,97,97,10,98
